Assay outcomes deposited in PubChem by Broad Institute.
LGR2 inh: blocks bursicon-induced cAMP signaling via Drosophila LGR2. HEK293 LGR2, CRE-luciferase, bursicon-stimulated, 4 h. inhibition, % at 9.99 µM. 0.35% of 380,000 active;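 active means drop in luminescence signal, shown as inhibition above about 50% in the replicate tests, limit read from the data, passing the limit was not always enough; inconclusive means probably only some replicates passing the limit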;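 further: agonist challenge used bursicon conditioned medium at about half maximal strength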
FN deposition inh: fibronectin deposition inhibition. AH1F fibroblasts, Alexa488-fibronectin deposition fluorescence, overnight. inhibition, % at 12.6 µM. 0.086% of 350,000 active. AID 743247;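 active means mean inhibition across replicates of 30% or more, regardless of how many single replicates reach that level; inconclusive means mean under 30% yet at least half of replicates reach 30%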;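 further: positive control wells lacked labelled fibronectin entirely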
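Assay system: AH1F fibroblasts / Quantity: 10000 cells per well / Medium: DMEM plus 2% serum, read in PBS / Reagent: labelled fibronectin 24 nM / Dosing: single dose, pinned / Times: 1 h cell attachment, overnight exposure to compound and label / Signal: fluorescence, ex 485 nm, em 525 nm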
CASP6 VEID inh: caspase-6 (human) enzyme inhibition; purified caspase-6, Z-VEID-R110 cleavage fluorescence; inhibition, % at 12.5 µM; 0.53% of 350,000 active; AID 686996;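 active means mean inhibition across replicates at least about 35%, with every replicate also reaching that limit, limit read from the data; inconclusive means only one of the two criteria met; inactive means neither criterion met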;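 further: 0% = median of neutral control wells and 100% = no fluorescence left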
Target sequence (P55212 24-179 limits assumed): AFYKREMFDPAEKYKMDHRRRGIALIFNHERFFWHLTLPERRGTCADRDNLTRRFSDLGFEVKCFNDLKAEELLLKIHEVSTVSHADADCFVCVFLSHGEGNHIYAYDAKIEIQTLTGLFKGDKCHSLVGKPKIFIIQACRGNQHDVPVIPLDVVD
Target sequence (P55212 194-293 limits assumed): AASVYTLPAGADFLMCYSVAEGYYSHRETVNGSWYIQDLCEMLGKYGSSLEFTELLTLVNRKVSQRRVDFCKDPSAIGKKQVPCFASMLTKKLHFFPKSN
PGC1a acetyl inh: lowers PGC1a acetylation signal in U2OS cells | AlphaScreen anti-acetyl-lysine; with virally co-expressed GCN5 acetyltransferase | 0.17% of 350,000 active | inhibition, % at 15.6 µM | AID 651687;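 active means every replicate shows inhibition of at least 40%; inconclusive means mean inhibition at least 40% but some replicate below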;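 further: 0% = neutral control wells and 100% = positive control wells; some results beyond the cut were filed as inactive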
Cneo AK release: Cryptococcus neoformans lysis via adenylate kinase release | lysis activity, % at 15 µM | C. neoformans lysis, adenylate kinase release luminescence, 4 h; normalised: neutral wells 0, clomiphene wells 100 | AID 651654 | 0.2% of 360,000 active;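 active means mean lysis activity across replicates of at least 80%, whatever share of replicates individually reach that level; inactive means mean lysis activity below 80%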
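Signal: Adenylate kinase release luminescence | Assay system: Log-phase Cryptococcus neoformans yeast cells | Input: Cells at 5 × 10^6 per mL | Buffer or medium: Fresh YPD growth medium | Compound: Single dose | Schedule: Static 4 h at 37 °C with compound, 1 h detection | Controls: Clomiphene | Read-out: Luminescence rise reflecting yeast cell lysis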
EWS-Fli inh: inhibitors of EWS/Fli oncoprotein transcriptional activity; A673 NR0B1-luciferase reporter, viability-normalised; inhibition, % at 12.6 µM; 0.67% of 350,000 active;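 active means mean inhibition of at least 50% after viability correction, with every replicate also passing that limit; inconclusive means mean reaches 50% but only one of two replicates passes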;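 further: firefly luciferase signal divided by Alamar Blue viability fluorescence both relative to DMSO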
PAX8 reporter: PAX8 transcriptional activity inhibition; RMG-I TPO-luciferase reporter, SteadyGlo, 24 h; inhibition, % at 12.6 µM; 1.2% of 360,000 active; AID 652154;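 active means mean replicate inhibition at least 60% with every replicate also reaching 60%; inconclusive means only one of the two criteria is met; inactive means mean below 60% and not all replicates reaching 60%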;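 further: luciferase light reporting Pax8 driven TPO promoter activity; plate controls were median of neutral control wells for no effect and mitoxantrone controls for full effect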
miR-122 sensor: inhibitors of miR-122 in Huh7 cells; activation (reporter increase), % at 12.5 µM; Huh7 miR-122 Renilla luciferase sensor, 48 h; neutral wells = 0, positive control = 100; 0.3% of 340,000 active;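 active means mean replicate activation score at least 90 and every replicate individually at or above 90; inconclusive means only one of the two criteria met; inactive means neither criterion met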;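 further: higher luciferase means less miR-122 activity so hits act as miR-122 inhibitors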
An asterisk follows results filed as active; u = inconclusive; x = not tested or not shown; [ ] = another dose, or the depositor's remark.

Second line of a record – LGR2 inh, FN deposition inh, CASP6 VEID inh, PGC1a acetyl inh, Cneo AK release, EWS-Fli inh, PAX8 reporter, miR-122 sensor
[1] C[C@H]1CN([C@@H](C)CO)C(=O)c2c(c3ccccc3n2C)-c2ccccc2CO[C@H]1CN(C)C(=O)Nc1ccc(F)cc1
  -2, 4, x, -13, x, -3, 0, x
[2] O=C(CN1CCOCC1)N1CCCCN2[C@@H](CO)[C@@H](c3ccc(C#Cc4ccccc4)cc3)[C@@H]2C1
  -19, x, 2, 4, -1, -27, 20, 3[16.7 µM]
[3] CC1CCCN(S(=O)(=O)c2ccc(NC(=O)CN3C(=O)NC(C)(c4ccccc4)C3=O)cc2)C1 (stereo unspecified)
  31, -1, 4, x, 1, 0, 5, x
[4] CNC[C@H]1Oc2c(NC(=O)NC3CCCCC3)cccc2C(=O)N([C@H](C)CO)C[C@@H]1C
  5, 1, 2, -8, 1, 10, -24, 2[16.7 µM]
[5] CCC(=O)Nc1ccc2c(c1)C(=O)N(C)[C@H]1CC[C@H](CC(=O)NC3Cc4ccccc4C3)O[C@H]1CO2
  0, -9, -3, -5, 0, 5, 1, 9[16.7 µM]
[6] CCn1cc(S(=O)(=O)Nc2cccnc2)cn1
  u, 1, 0, x, 7, x, 13, 4
[7] C[C@@H]1CN([C@H](C)CO)C(=O)c2cc(NC(=O)C3CCCCC3)ccc2O[C@@H]1CN(C)C(=O)Nc1cccc2ccccc12
  -5, x, 1, -17, -2, -1, 23, -4[16.7 µM]
[8] CCN1[C@@H]2Cn3c(ccc(-c4ccccc4)c3=O)[C@H]1[C@@H](C(=O)Nc1ccccc1)[C@@H]2CO
  -15, x, 1, x, -1, -2, x, 2[16.7 µM]
[9] O=C(NC1(C(F)(F)F)NC(=O)N(Cc2cccnc2)C1=O)c1ccncc1 (stereo unspecified)
  -4, x, 1, 1, 0, 3, x, x
[10] Cc1cccc(-c2ccc([C@@H]3[C@H]4CN(C(=O)NC5CCCCC5)CC(=O)N4[C@H]3CO)cc2)c1
  -1, x, 2, -14, x, 3, x, x
[11] Cc1c(-c2ccc(Cl)cc2Cl)nc2ccccc2c1C(=O)NCCN1CCOCC1
  -26, -2, -2, x, 4, 7, 10, 5
[12] C(=C\c1ccccc1)/CSc1nnc(-c2cccnc2)n1Cc1ccco1
  x, 0, x, -2, -1, x, x, 6
[13] COc1ccc(Cl)cc1S(=O)(=O)N1CCC(C(=O)N2CCOCC2)CC1
  -2, x, 0, x, 1, 3, -121, x
[14] C[C@@H]1CN([C@@H](C)CO)C(=O)c2cc(C#CC3(O)CCCC3)cnc2O[C@@H]1CN(C)S(=O)(=O)c1ccc(F)cc1
  -4, x, 0, -1, -3, -5, -13, 5[16.7 µM]
[15] CCN(CC)c1ccc(C2NC(=O)c3ccccc3N2)cc1 (stereo unspecified)
  88*, -4, -4, -9, x, 62*, u, 3
[16] CC(Cl)c1cc(-c2ncc(C(F)(F)F)cc2Cl)no1 (stereo unspecified)
  -19, 5, 2, x, x, -20, -3, x
[17] CCOC(=O)CNC(=O)CSc1nnc(-c2ccc(OC)cc2)n1CC
  x, -1, x, -14, 4, x, 6, 5
[18] CCCN(C)C[C@@H]1Oc2cc(-c3ccc(C)cc3)ccc2S(=O)(=O)N([C@@H](C)CO)C[C@H]1C
  11, -2, -2, -42, -1, 10, x, 15[16.7 µM]
[19] CCCNC(=O)Nc1ccc2c(c1)C(=O)N(C)C[C@@H](OC)[C@H](C)CN(Cc1ccncc1)[C@@H](C)CO2
  -23, 9, x, 17, -2, 2, -2, 0[16.7 µM]
[20] C[C@@H]1CN([C@H](C)CO)C(=O)c2cc(NC(=O)Cn3cnnn3)ccc2O[C@H]1CN(C)Cc1ccc(-c2ccccc2)cc1
  8, x, -1, -10, 15, -1, 1, -6[16.7 µM]
[21] N#Cc1sc(NCc2ccccn2)nc1Cl
  9, -9, 1, 8, 2, 9, -6, 3
[22] Cc1cccc(NC2SC(=O)NC2=O)c1 (stereo unspecified)
  10, -10, 8, -4, -1, 11, 10, -5
[23] O=C(OCc1cc2ccccc2[nH]c1=O)c1cccs1
  -14, -4, -7, -6, 1, 8, -7, -9
[24] CC1(C)C2CC=C(/C=N/NC(=O)C(N)=O)C1C2 (stereo unspecified)
  3, -2, 1, 7, 0, 7, -15, 1
[25] O=C(c1cccc(F)c1)N1C[C@@H]2[C@H](c3ccccc31)[C@@H](CO)N2C(=O)c1ccccn1
  12, x, 7, 6, -2, -1, -7, 17[16.7 µM]
[26] CCc1cc(C(c2ccncc2)N2CCN(C)CC2)c(NC(=O)c2ccccc2)s1 (stereo unspecified)
  -9, 0, 4, -12, x, 2, 34, -1
[27] O=C(CN1CCC(n2nnc3cc(F)ccc32)CC1)NCc1ccco1
  x, -2, x, -62, -3, x, -5, 2
[28] CCCNC(=O)N1C[C@H](C)[C@@H](OC)CN(C)C(=O)c2cc(NS(C)(=O)=O)ccc2OC[C@@H]1C
  25, 1, 0, -1, -4, -7, -4, x
[29] COC(=O)c1cn(C(=O)c2ccc(Cl)cc2)c2ccccc12
  -6, 2, 1, x, x, 9, -19, x
[30] O=C(COC(=O)c1ccc(OC(F)F)cc1)NCC1CCCO1 (stereo unspecified)
  18, -5, -4, 8, 1, 7, -6, 1

Compound profiles (already shown). Values in the order: LGR2 inh, FN deposition inh, CASP6 VEID inh, PGC1a acetyl inh, Cneo AK release, EWS-Fli inh, PAX8 reporter, miR-122 sensor
O=C(NC1(C(F)(F)F)NC(=O)N(Cc2cccnc2)C1=O)c1ccncc1 (stereo unspecified) reads -4, x, 1, 1, 0, 3, x, x
COC(=O)c1cn(C(=O)c2ccc(Cl)cc2)c2ccccc12 reads -6, 2, 1, x, x, 9, -19, x

Fetched one by one from the entries so far, 4 records:
Second line of a record – LGR2 inh, FN deposition inh, CASP6 VEID inh, PGC1a acetyl inh, Cneo AK release, EWS-Fli inh, PAX8 reporter, miR-122 sensor
[27] O=C(CN1CCC(n2nnc3cc(F)ccc32)CC1)NCc1ccco1
  x, -2, x, -62, -3, x, -5, 2
[23] O=C(OCc1cc2ccccc2[nH]c1=O)c1cccs1
  -14, -4, -7, -6, 1, 8, -7, -9
[18] CCCN(C)C[C@@H]1Oc2cc(-c3ccc(C)cc3)ccc2S(=O)(=O)N([C@@H](C)CO)C[C@H]1C
  11, -2, -2, -42, -1, 10, x, 15[16.7 µM]
[11] Cc1c(-c2ccc(Cl)cc2Cl)nc2ccccc2c1C(=O)NCCN1CCOCC1
  -26, -2, -2, x, 4, 7, 10, 5

Additional results follow:
#	Structure	LGR2 inh	FN deposition inh	CASP6 VEID inh	PGC1a acetyl inh	Cneo AK release	EWS-Fli inh	PAX8 reporter	miR-122 sensor
31	COc1ccc([C@H]2C[C@@H](O)[C@H](n3cc(COC(=O)c4ccccc4)nn3)CN2C(=O)c2cccs2)cc1	11	13	0	x	-2	-2	-2	-3
32	CNC(=O)C[C@H]1CC[C@@H]2[C@H](COc3ccc(NC(=O)c4cscn4)cc3C(=O)N2C)O1	-13	1	x	3	5	3	-20	21[16.7 µM]
33	O=C1C=CC(O)C2(CO)OC12 (stereo unspecified)	-16	5	34	x	0	-1	55	-26
34	CC(=O)NC[C@H]1[C@H](c2ccc(-c3cccnc3)cc2)[C@H](CO)N1C(=O)C1CCC1	-5	-2	x	-3	-1	5	-5	7[16.7 µM]
35	CC1(OC(=O)C2CCCC2)C(=O)C=C2C=C(c3ccc(C#N)cc3)OC=C2C1=O (stereo unspecified)	-12	-15	6	x	-1	4	0	-2
36	CCCC1C2C(=O)N(c3ccccc3OC)C(=O)C2ON1c1ccccc1 (stereo unspecified)	x	-3	x	30	0	x	-7	-1
37	CC(NC(=O)c1cccs1)c1ccccc1 (stereo unspecified)	-7	8	-2	-2	0	4	14	-5
38	COc1ccccc1CNC(=O)c1cnc2ccccn2c1=O	-8	7	0	-4	0	-7	16	-3
39	CCCN1C[C@@H](C)[C@@H](OC)CN(C)C(=O)c2ccc(NC(=O)Nc3cccc(F)c3)cc2OC[C@@H]1C	8	-2	-1	-9	3	6	9	1[16.7 µM]
40	Cc1ccc(NC(=O)COC(=O)CCc2nc3ccccc3c(=O)[nH]2)c(Br)c1	-11	5	2	-1	3	-16	-15	x

Of the compounds above, 2 have an NH in an aromatic ring.
#	Structure	LGR2 inh	FN deposition inh	CASP6 VEID inh	PGC1a acetyl inh	Cneo AK release	EWS-Fli inh	PAX8 reporter	miR-122 sensor
23	O=C(OCc1cc2ccccc2[nH]c1=O)c1cccs1	-14	-4	-7	-6	1	8	-7	-9
40	Cc1ccc(NC(=O)COC(=O)CCc2nc3ccccc3c(=O)[nH]2)c(Br)c1	-11	5	2	-1	3	-16	-15	x

Following part
#	Structure	LGR2 inh	FN deposition inh	CASP6 VEID inh	PGC1a acetyl inh	Cneo AK release	EWS-Fli inh	PAX8 reporter	miR-122 sensor
41	C[C@H]1CN([C@@H](C)CO)C(=O)CCCn2cc(nn2)CO[C@H]1CN(C)C(=O)c1ccncc1	7	-7	x	-8	x	-5	8	4[16.7 µM]
42	CC1CCN(C(=O)c2ccc(NC3=C(Cl)C(=O)N(Cc4ccccc4)C3=O)cc2)CC1	16	-11	3	1	5	20	45	-3
43	C/C=C/c1ccc2c(c1)O[C@H](CN(C)C(=O)CC)[C@H](C)CN([C@H](C)CO)S2(=O)=O	11	x	-2	-2	-1	-5	x	-4[16.7 µM]
44	C[C@H](CO)N1C[C@H](C)[C@@H](CN(C)Cc2cccc(F)c2)Oc2cc(C#Cc3ccccn3)ccc2S1(=O)=O	1	x	3	-30	-3	13	x	0[16.7 µM]
45	Cc1nc2sc(C(=O)O)c(N)c2c2c1COC(C)(C)C2	x	1	x	12	1	x	15	0
46	Cn1c(=O)c2ncn(C)c2n(C)c1=O	-24	11	15	-2	0	-1	x	-7
47	O=C(CN1CCOCC1)N1CC[C@@H]2[C@@H](CO)Nc3ccc(-c4ccccc4F)cc3[C@@H]21	9	-5	x	-24	101*	-9	-30	15[16.7 µM]
48	CCN(C(=O)COC(=O)C1CCN(S(=O)(=O)c2ccc(C)c(C)c2)CC1)C1CCCCC1	1	-3	-2	x	-1	-1	-17	x
49	COC(=O)c1cc(NC(=O)c2cc(-c3ccccc3Cl)oc2C(F)(F)F)ccc1N1CCOCC1	9	4	-2	-4	2	18	15	1
50	CC1CCC(CC(=O)O)(C(=O)O)CC1 (stereo unspecified)	15	3	-2	2	1	-1	0	-5
51	COc1ccc(-c2cc(C(F)(F)F)nc(SCC(=O)NCCCN3CCOCC3)n2)cc1	9	2	0	x	x	6	-5	x
52	CCN(CC)c1cccc(OC(=O)c2cccnc2Cl)c1	3	2	2	5	-4	-1	1	-2

2 entries from above, as labelled records.
[46] Cn1c(=O)c2ncn(C)c2n(C)c1=O
  LGR2 inh: -24; FN deposition inh: 11; CASP6 VEID inh: 15; PGC1a acetyl inh: -2; Cneo AK release: 0; EWS-Fli inh: -1; PAX8 reporter: x; miR-122 sensor: -7
[47] O=C(CN1CCOCC1)N1CC[C@@H]2[C@@H](CO)Nc3ccc(-c4ccccc4F)cc3[C@@H]21
  LGR2 inh: 9; FN deposition inh: -5; CASP6 VEID inh: x; PGC1a acetyl inh: -24; Cneo AK release: 101*; EWS-Fli inh: -9; PAX8 reporter: -30; miR-122 sensor: 15[16.7 µM]

Hits appear at their usual frequency. Share with any hit: about 2.5%.
